Screening data as filed in PubChem BioAssay.
ARNT-TACC3 inh: disrupts binding between human ARNT and TACC3; inhibition, % at 9.99 µM; actives 0.66% (n = 390,000); AlphaScreen His-ARNT PAS-B/GST-TACC3 binding, luminescence; TACC3 fragment carries E629A point mutation; AID 623870;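 active = mean inhibition of replicates at least 50% and at least half of replicates each reaching 50%; inconclusive = half or more replicates reach 50% but mean below 50%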;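 note: 0% = complete ARNT plus TACC3 wells and 100% = ARNT alone without TACC3; many hits fall short of the cut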
esBAF inh: SWI/SNF esBAF complex inhibition. mouse ES cells, Bmi1-luciferase knock-in reporter, 24 h; 100% = twice the neutral-well signal. reporter increase, % at 12.5 µM. actives 2% (n = 350,000). AID 602393; in the data active = activation above about 40%; inconclusive = no clear call, values can overlap the other calls;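 note: 0% = median of the plate's neutral control wells and 100% = double that signal; a rise in the Bmi1 reporter signal indicates esBAF inhibition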
SIRT5 block: sirtuin-5 (human) deacylase inhibition | Q9NXA8 | inhibition, % at 15 µM | actives 1.1% (n = 330,000) | Purified SirT5, succinyl-peptide AMC, trypsin-coupled fluorescence; in the data active = inhibition above about 15%; inconclusive = no clear call, values can overlap the other calls
Target sequence (Q9NXA8 whole entry, looked up): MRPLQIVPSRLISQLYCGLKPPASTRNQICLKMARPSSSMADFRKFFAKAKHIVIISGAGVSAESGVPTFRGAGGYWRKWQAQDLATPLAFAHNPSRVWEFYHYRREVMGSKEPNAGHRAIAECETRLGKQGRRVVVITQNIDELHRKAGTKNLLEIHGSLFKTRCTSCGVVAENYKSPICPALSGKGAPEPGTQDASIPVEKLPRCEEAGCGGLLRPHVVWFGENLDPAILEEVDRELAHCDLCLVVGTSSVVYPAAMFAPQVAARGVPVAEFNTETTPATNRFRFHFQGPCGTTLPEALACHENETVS
C2C12 statin: protects C2C12 myotubes from simvastatin toxicity. ATP luminescence, 48 h; scaled: DMSO 0, geranylgeraniol control 100. rescue of ATP level, % at 7.49 µM. actives 0.78% (n = 330,000);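 active = mean ATP rescue above about 67%, or every replicate alone reaching that limit, limit read from the data, passing the limit was not always enough; inconclusive = no clear call, values can overlap the other calls; inactive = mean under the limit and some replicate under it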;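 note: myotubes were challenged with 10 µM simvastatin during compound exposure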
ERp5 inh: ERp5 (human) disulfide isomerase inhibition | actives 0.05% (n = 350,000) | inhibition, % at 9.99 µM | ERp5 insulin aggregation, absorbance 650 nm, 90 min | AID 651711 | Q15084;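 active = mean replicate inhibition above about 25%, with every replicate also reaching it, limit read from the data, passing the limit was not always enough; inconclusive = only one of those two criteria met; inactive = neither criterion met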
Target sequence (Q15084 whole entry, looked up): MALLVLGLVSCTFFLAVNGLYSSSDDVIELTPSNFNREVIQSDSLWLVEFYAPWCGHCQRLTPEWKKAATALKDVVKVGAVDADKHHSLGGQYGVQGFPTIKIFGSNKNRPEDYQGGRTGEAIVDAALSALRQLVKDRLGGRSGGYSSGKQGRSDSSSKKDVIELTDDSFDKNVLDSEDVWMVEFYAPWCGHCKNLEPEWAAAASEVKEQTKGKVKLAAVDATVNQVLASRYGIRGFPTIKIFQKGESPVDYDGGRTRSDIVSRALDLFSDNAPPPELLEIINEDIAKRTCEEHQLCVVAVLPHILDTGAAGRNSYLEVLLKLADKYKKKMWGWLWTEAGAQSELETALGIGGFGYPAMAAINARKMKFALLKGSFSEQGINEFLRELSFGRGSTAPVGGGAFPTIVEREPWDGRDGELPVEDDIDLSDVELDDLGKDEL
Cneo AK release: causes C. neoformans cell lysis; adenylate kinase release luminescence, 4 h; normalised: neutral wells 0, clomiphene wells 100; lysis activity, % at 15 µM; actives 0.2% (n = 360,000); AID 651654;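 active = mean lysis activity across replicates of at least 80%, whatever share of replicates individually reach that level; inactive = mean lysis activity below 80%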
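Assay system: C. neoformans cells. Amount: yeast cell density of 5 × 10^6 cells/mL. Technique: AK luminescence. Buffer or medium: YPD. Times: static 4 h at 37 °C with compound, 1 h detection. Dosing: single-point compound dose. Read-out: lysis from increased AK signal.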
miR-122 sensor: inhibitors of miR-122 in Huh7 cells; activation (reporter increase), % at 12.5 µM; AID 602342; actives 0.3% (n = 340,000); Huh7 miR-122 Renilla luciferase sensor, 48 h; neutral wells = 0, positive control = 100;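 active = mean replicate activation score at least 90 and every replicate individually at or above 90; inconclusive = only one of the two criteria met; inactive = neither criterion met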;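 note: higher luciferase means less miR-122 activity so hits act as miR-122 inhibitors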
Starred values were filed as active, the others as inactive; ? = inconclusive; nt = no result given; & = joins results of further samples; ! = repeats disagree; [ ] = another dose, or the depositor's remark. Random draw from the library; 4% or so of the library scored in one or more.

SMILES	ARNT-TACC3 inh	esBAF inh	SIRT5 block	C2C12 statin	ERp5 inh	Cneo AK release	miR-122 sensor
CC12CCC(C(=O)N(CC(O)CN3CCCCCC3)C1=O)C2(C)C (stereo unspecified)	8	-5	-1	7	4	nt	-2
COc1ccc(NC(=O)Nc2ccc3c(c2)C(=O)N([C@@H](C)CO)C[C@@H](C)[C@@H](CN(C)Cc2ccc(Cl)c(Cl)c2)OCCCC[C@@H](C)O3)cc1	7	0	7	nt	-4	3	-7[16.7 µM]
COc1ccc(CN(C)C[C@@H]2OCCCC[C@@H](C)Oc3ccc(NC(=O)Nc4ccc(C(F)(F)F)cc4)cc3C(=O)N([C@H](C)CO)C[C@@H]2C)cc1	-1	6	5	-16	-1	3	9[16.7 µM]
CCc1ccc2oc(C(=O)NCC(c3ccc(OC)cc3)N3CCCCC3)c(C)c2c1 (stereo unspecified)	4	2	0	44	-5	1	-2
CN(C(=O)c1ccc2c(=O)n3c(nc2c1)CCCCC3)c1ccccc1	-7	0	nt	-4	nt	2	4
O=C(Nc1cccc(-c2csc(Nc3ccc(Cl)cc3)n2)c1)c1cc([N+](=O)[O-])cc(C(F)(F)F)c1	-11	12	-3	-13	-5	0	1
COc1ccc(S(=O)(=O)N(CCc2ccccc2)CC(=O)NC(C)C)cc1	nt	-6	nt	6	nt	-1	9
CCOc1cc(CNc2ccc(N3CCCCC3)cc2)cc(Br)c1OCC(=O)NC(C)(C)C	4	nt	nt	nt	nt	6	-3
CC(C)(C)n1ncc2c(=O)n(CC(=O)OCc3ccccc3)cnc21	21	9	nt	-1	nt	-11	2
C[C@H]1CN([C@@H](C)CO)C(=O)Cc2cc(NC(=O)Cc3ccccc3)ccc2O[C@H]1CN(C)Cc1ccc(Oc2ccccc2)cc1	5	-2	17*	27	24	5	-6[16.7 µM]
Cc1ccc2oc(=O)c3cc(C(=O)N4CCN(C)CC4)sc3c2c1	0	nt	-6	nt	-7	1	3
CCCc1cc(=O)[nH]c(SCC(=O)N2N=C(c3ccc(Cl)cc3)CC2c2ccco2)n1 (stereo unspecified)	-15	nt	-3	nt	0	nt	nt
COc1ccc(-c2nc(-c3ccccc3)ncc2S(C)(=O)=O)cc1	-8	nt	0	nt	-2	nt	nt
COc1ccc(C(=O)Nc2ncc3c(n2)CC(c2ccco2)CC3=O)cc1 (stereo unspecified)	1	10	-3	4	-3	0	nt
CCOC(=O)c1c(C)[nH]c(C)c1C(=O)COC(=O)c1cccc(S(=O)(=O)N(CC)CC)c1	4	-3	nt	3	nt	-1	39
CCCNC(=O)N(C)C[C@@H]1Oc2cc(C#CCC(C)C)ccc2S(=O)(=O)N([C@@H](C)CO)C[C@@H]1C	0	0	2	58	-2	-1	8[16.7 µM]
O=C(CSCc1n[nH]c(=O)[nH]1)NCCOc1cccc(Oc2ccccc2)c1	-5	1	nt	-2	nt	-4	1
COc1ccc(NC(C)C(=O)Nc2ccc(C(C)(C)C)cc2)cc1Cl (stereo unspecified)	5	31	nt	-74	nt	0	8
COC(=O)c1sc(NC(=O)COc2cccc3ccccc23)nc1C	0	nt	nt	nt	nt	0	4
CCCOc1ccc(C=Nc2ccc(OC)c(S(=O)(=O)N3CCOCC3)c2)c(O)c1	nt	-3	0	1	-7	0	-2
COc1cc(/C=C(/C#N)C(=O)Nc2ccccc2)c(Br)cc1OCc1ccc(C(=O)O)cc1	-5	8	1	-4	1	-2	-24
C[C@H](CO)N1C[C@H](C)[C@H](CN(C)Cc2ccc3c(c2)OCO3)OCCCC[C@H](C)Oc2ccc(NC(=O)C3CCCCC3)cc2C1=O	4	9	5	11	1	-1	11[16.7 µM]
COc1ccccc1NC(=O)N(C)C[C@H]1Oc2ncc(C#CCC(C)C)cc2C(=O)N([C@H](C)CO)C[C@@H]1C	-4	2	-1	29	-1	-3	-4[16.7 µM]
COc1ccc(NC(=O)c2cc(S(=O)(=O)N3CCCCC3)ccc2C)cc1S(=O)(=O)N1CCOCC1	-2	4	-4	-20	-6	-3	-12
Cn1cc(CN2CCN(Cc3ccc4c(c3)OCO4)CC2)c(-c2ccccc2F)n1	3	nt	1	nt	7	nt	nt
O=C(c1cnccn1)N(Cc1cccs1)C1(C(=O)NC2CCCC2)CCCCC1	-7	-3	nt	-7	nt	-5	1
COc1ccccc1CNC(=O)C[C@H]1C[C@H]2c3cc(NC(=O)Cc4ccncc4)ccc3O[C@H]2[C@H](CO)O1	3	5	-7	2	5	0	5[16.7 µM]
CCOC(=O)CSc1nnc(-c2ccc(S(=O)(=O)N3CCOCC3)cc2)n1-c1ccccc1	-4	2	nt	nt	nt	nt	-21
COc1ccc([C@H]2CC(=O)C=C(c3ccc(F)cc3OCc3ccccc3)C2)cc1	-1	-9	nt	-28	3	3	10
COc1ccc(CN(C)C[C@H]2OCCCC[C@H](C)Oc3ccc(N(C)C)cc3C(=O)N([C@H](C)CO)C[C@@H]2C)cc1	-5	-4	-4	2	2	7	4[16.7 µM]
COC(=O)C(CC(C)C)N1CCC(=O)c2ccccc2S1(=O)=O (stereo unspecified)	2	-2	-1	-6	8	0	-2
C=CCn1c(SCC(=O)N2CCC(C)CC2)nc2c([nH]c3ccccc32)c1=O	nt	8	0	19	4	-1	-5
COc1cc(O)cc2cc3c(c(O)c12)C(=O)CC(C)(O)O3 (stereo unspecified)	nt	17	6	-7	8	-2	1
CCOc1ccccc1N(CC(=O)NCCSc1ccccn1)S(=O)(=O)c1ccccc1	12	-3	2	5	-3	4	-1
OCCN(CCO)c1nc2ccccc2[nH]1	-7	nt	4	nt	-4	nt	nt
O=S(=O)(c1ccc(N2CCCC2)cc1)C(F)(F)F	2	12	nt	0	nt	-1	-11
O=C(O)c1oc2ccccc2c1CN1CCN(c2ccccc2)CC1	-10	-9	nt	9	nt	11	nt
CCN(CC)c1ccc(C(NC(C)=O)NC(C)=O)cc1	-2	-9	nt	23	nt	-3	-4
CCCN(C)C[C@H]1OCCCC[C@@H](C)Oc2ccc(NC(=O)Nc3ccccc3)cc2C(=O)N([C@@H](C)CO)C[C@H]1C	8	-9	4	-17	-1	5	1[16.7 µM]
CN1CC(=O)NC1=NC(=O)c1cc(F)c(F)cc1Cl	-3	-9	nt	0	nt	nt	1
CCOc1ccccc1-n1c(SCC(=O)Nc2ccccc2C(=O)O)nc2ccccc2c1=O	3	-19	1	?	-3	-1	0
CCOC(=O)C1=C(C)NC(=O)NC1c1ccc(OCC(=O)N2CCCCC2)cc1 (stereo unspecified)	0	3	nt	5	nt	nt	-10
CCCCN(C)CCNC(=S)Nc1ccc2nc(N3CCN(CC)CC3)cc(C)c2c1	21	-5	-6	-21	1	0	0
COc1ccc(C2CC(c3ccc(F)cc3)Nc3nc(N)nn32)cc1 (stereo unspecified)	1	-4	nt	15	-3	0	4
O=C(c1ccc(Cl)nc1)N1CCN(S(=O)(=O)c2ccccc2)CC1	-8	nt	-4	nt	-10	1	-2
C[C@@]12C(=O)Nc3ccc(Cl)cc3C(=O)N1[C@H]1c3cc(Br)ccc3OC[C@@H]1[C@@H]2c1ccccc1	-7	-7	-3	3	-3	4	-12
COCCn1nnnc1CN1CCOCC1	-2	-1	-3	1	3	1	nt
Oc1ccc(Cl)cc1CNc1cccc2cccnc12	65*	-3	3	16	1	4	2
Cc1ccc(O)c(C(=O)C=Cc2ccccc2)c1	-2	nt	1	nt	-1	nt	nt
Cc1cccc(N(C)C(=O)c2coc(=O)c3ccccc23)c1	2	-1	nt	-1	nt	-3	4
CCOc1ccc(C(=O)Cc2cc(OC)c(OC)cc2[N+](=O)[O-])cc1	-4	33	0	-9	4	0	nt
O=C(Nc1ccc(N2CCOCC2)cc1)C1CC(=O)N(c2ccc(Cl)cc2)C1 (stereo unspecified)	10	nt	2	nt	1	nt	nt
COc1cc(/C=C/C(=O)OCC(=O)N2CCOCC2)ccc1OCC#N	2	nt	-7	nt	3	nt	nt
COc1ccc(-c2ccc(=O)n(CC(=O)NCc3ccco3)n2)cc1	1	-3	nt	9	nt	4	nt
Cn1c(=O)n(C)c2cc([N+](=O)[O-])c(N3CCN(C(=O)C(C)(C)C)CC3)cc21	4	nt	1	nt	0	nt	3
CSc1ccc2c(c1)N(CCC1CCCCN1C)c1ccccc1S2 (stereo unspecified)	58*!	6&-7	-5	-18	2	45&12	-8
COC(=O)C1=C(C)NC(=O)NC1c1ccsc1 (stereo unspecified)	-2	-1	nt	1	nt	-1	1
O=C(CN1CCCCCC1)Nc1cccc([N+](=O)[O-])c1	-7	-5	0	-9	3	0	1
C[C@H]1CN([C@@H](C)CO)C(=O)Cc2cc(NS(=O)(=O)c3ccc(Cl)cc3)ccc2O[C@H]1CN(C)C	-8	2	-2	7	0	-4	-1[16.7 µM]
CC1(C)CC(=O)C/C(=N\NC(=O)c2cccs2)C1	1	-3	nt	18	nt	0	2

Among those listed so far, these contain a nitro group on carbon:
SMILES	ARNT-TACC3 inh	esBAF inh	SIRT5 block	C2C12 statin	ERp5 inh	Cneo AK release	miR-122 sensor
O=C(Nc1cccc(-c2csc(Nc3ccc(Cl)cc3)n2)c1)c1cc([N+](=O)[O-])cc(C(F)(F)F)c1	-11	12	-3	-13	-5	0	1
CCOc1ccc(C(=O)Cc2cc(OC)c(OC)cc2[N+](=O)[O-])cc1	-4	33	0	-9	4	0	nt
Cn1c(=O)n(C)c2cc([N+](=O)[O-])c(N3CCN(C(=O)C(C)(C)C)CC3)cc21	4	nt	1	nt	0	nt	3
O=C(CN1CCCCCC1)Nc1cccc([N+](=O)[O-])c1	-7	-5	0	-9	3	0	1

Further compounds
SMILES	ARNT-TACC3 inh	esBAF inh	SIRT5 block	C2C12 statin	ERp5 inh	Cneo AK release	miR-122 sensor
CCCNC(=O)Nc1ccc2c(c1)N(C)C(=O)c1ccccc1S2	8	2	-6	-16	3	0	12
O=C(Nc1nc(-c2ccc(Cl)cc2)cs1)C1CCCO1 (stereo unspecified)	-11	48*	0	-9	-2	3	-5
CCOc1ccc(NC(=O)CN(C)C(=O)CCSc2ccc(F)cc2)cc1OCC	1	-1	-3	15	0	0	7
Nc1cc(Nc2ccc(Br)cc2)nc(N)n1	8	nt	-1	nt	-4	nt	nt
O=C(Nc1oc2ccccc2c(=O)c1-c1ccc(Br)cc1)c1ccco1	-6	7	1	-2	-1	-2	15
CCCCn1nc2cc(C(=O)NCc3ccccc3)ccc2c1OCC	-5	-5	-13	14	0	4	11
Cc1nnc(NC(=O)CSc2nc(C3CCCCC3)nc3ccccc23)s1	-17	1	-1	3	4	0	-1
C[C@@H]1CN([C@H](C)CO)C(=O)c2cccc(NC(=O)C3CC3)c2O[C@@H]1CN(C)CC1CC1	-3	-2	-7	-9	1	-1	-10[16.7 µM]
C[C@@H]1CN([C@H](C)CO)C(=O)c2cc(NC(=O)c3ccccc3)ccc2O[C@@H](C)CCCCO[C@@H]1CN(C)S(=O)(=O)c1cccs1	2	-5	nt	nt	nt	-1	13[16.7 µM]
O=C1c2ccccc2NC2CCCCCN12 (stereo unspecified)	1	-2	-1	6	-7	1	-3
COc1ccc(-c2c(NC(=O)C(C)C)n(C)c3ccccc3c2=O)cc1	-1	-4	-3	2	-5	2	-19
CC1CCN(CC(=O)Nc2nc(-c3ccccc3)cs2)CC1	-4	11	0	-16	2	-1	-3
Cc1c(C)c2ccc(O[C@@H]3O[C@H](CO)[C@H](O)[C@H](O)[C@H]3O)c(C)c2oc1=O	-3	4	-5	1	-2	0	1
O=C(N=C1SC2CS(=O)(=O)CC2N1c1cccc(Cl)c1)C1CCCO1 (stereo unspecified)	3	-1	-5	11	nt	2	0
Nc1ccn([C@@H]2O[C@H](CNC(=O)[C@@H](Cc3cccnc3)NC=O)[C@@H](O)[C@H]2O)c(=O)n1	nt	3	-1	1	-7	-3	-5
COc1ccc2c(=O)c(C(=O)NCc3ccccc3)c[nH]c2c1	3	6	3	1	2	-2	-2
COc1ccccc1N1CCN(C2CCCN(C(=O)CCN3CCCCO3)C2)CC1 (stereo unspecified)	-6	5	-2	8	1	0	-5
